# Source: PubChem (The Scripps Research Institute Molecular Screening Center)
# TCR-CD3 inh: inhibitors of human TCR-CD3 interaction, primary screen, biochemical, fluorescence, TAMRA-labeled TCR probe. AID 651800, 2012. T-cell receptor (TCR). inhibition, % at 9.4 µM. 0.37% of 360,000 active; in the data active = inhibition above about 19%;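 note: recombinant mutant TCR 2C K166C tagged with TAMRA read by polarization; 0% = receptor in buffer alone and 100% = receptor with positive control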
# PRMT1 inh: PRMT1 methyltransferase inhibitors, primary screen, biochemical, fluorescence polarization | Protein arginine N-methyltransferase 1 (Homo sapiens), Q99873 | recombinant PRMT1, activity-based probe fluorescence polarization | inhibition, % at 2.79 µM | 1.3% of 370,000 active | AID 652257, 2013;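 active = inhibition above about 21% made by adding two undisclosed values, limit read from the data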
# LEDGF integ inh: blockers of LEDGF/p75-dependent integrase strand transfer – biochemical, TR-FRET, high throughput, primary screen. TR-FRET IN-LEDGF/p75 DNA integration, Eu/Cy5. 0.64% of 370,000 active. AID 743269, 2014. HIV-1 integrase (with human LEDGF/p75). inhibition, % at 3.7 µM;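 active = inhibition above the screen-wide mean plus 3 SD, cut at about 13% in these data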;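 note: signal is the Cy5 over europium emission ratio at 671 and 618 nm; 0% = plate median of compound wells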
# PG9 Ab binder: binders of HIV-1 gp120 antibody PG9, primary screen, biochemical, TR-FRET; HIV-1 gp120 / PG9 antibody interaction; TR-FRET gp120-PG9 antibody binding; inhibition, % at 6.7 µM; 0.43% of 360,000 active; AID 624416, 2012; in the data active = inhibition above about 8.5%
# UHRF1 binding: UHRF1 methylated DNA binding inhibitors, primary screen, counter-screen for MBD2 inhibitor project, biochemical, TR-FRET, human UHRF1, single concentration. 0.75% of 370,000 active. inhibition, % at 4.4 µM. E3 ubiquitin-protein ligase UHRF1 (Homo sapiens), Q96T88. UHRF1 binding to methylated oligo; in the data active = inhibition above about 21%;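 note: UHRF1 SRA domain binding a hemimethylated CpG hairpin DNA probe; 0% = median of test compound wells and 100% = reference inhibitor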
# Target sequence (Q96T88 whole entry, looked up, the tested form may be a part): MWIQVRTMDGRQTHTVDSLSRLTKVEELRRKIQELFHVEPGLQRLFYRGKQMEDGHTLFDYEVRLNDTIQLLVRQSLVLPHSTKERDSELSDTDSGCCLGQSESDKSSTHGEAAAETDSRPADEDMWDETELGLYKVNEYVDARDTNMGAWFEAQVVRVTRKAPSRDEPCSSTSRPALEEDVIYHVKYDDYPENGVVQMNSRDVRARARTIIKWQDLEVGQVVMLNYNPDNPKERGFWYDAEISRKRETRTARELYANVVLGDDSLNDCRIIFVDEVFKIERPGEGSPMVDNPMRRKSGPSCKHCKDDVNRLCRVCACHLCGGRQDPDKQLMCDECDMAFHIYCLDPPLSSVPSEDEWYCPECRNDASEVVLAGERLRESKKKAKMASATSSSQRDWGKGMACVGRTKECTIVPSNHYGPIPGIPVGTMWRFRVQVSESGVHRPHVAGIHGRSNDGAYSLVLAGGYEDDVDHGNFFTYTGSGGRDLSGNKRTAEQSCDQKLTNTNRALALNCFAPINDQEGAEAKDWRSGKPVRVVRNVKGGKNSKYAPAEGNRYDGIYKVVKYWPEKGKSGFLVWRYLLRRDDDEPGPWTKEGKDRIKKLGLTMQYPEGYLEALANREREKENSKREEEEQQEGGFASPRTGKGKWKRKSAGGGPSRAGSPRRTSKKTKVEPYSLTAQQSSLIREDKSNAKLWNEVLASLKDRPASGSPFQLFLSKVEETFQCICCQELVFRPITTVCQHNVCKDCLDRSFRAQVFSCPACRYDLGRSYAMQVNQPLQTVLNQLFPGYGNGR
# SIAE primary: human SIAE inhibitors, primary screen, biochemical, fluorescence polarization, FP-Rh probe, 1536-well HTS; inhibition, % at 9.66 µM; 0.69% of 370,000 active; Sialate O-acetylesterase (Homo sapiens), Q9HAT2; AID 1053197, 2014; SIAE FP-Rh probe binding;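 active = inhibition above a cutoff: mean of compounds within the control limits plus 3 SD of those, cut at about 17% in these data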;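 note: 0% = plate median of compound wells and 100% = probe without SIAE protein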
# TDP2 inh: human TDP2 enzyme inhibitors, primary screen, biochemical, epi absorbance, recombinant enzyme | T5PNP hydrolysis, p-nitrophenol absorbance 415 nm | inhibition, % at 12.8 µM | 0.34% of 370,000 active | AID 720702, 2013;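 active = inhibition above the mean of all tested compounds plus 3 SD, set per campaign, cut at about 25% in these data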;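 note: 0% = DMSO with enzyme and 100% = buffer with substrate but no TDP2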
#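 Material: recombinant human TDP2; quantity: TDP2 enzyme at 120 nM final; medium: Tris-HCl pH 7.5 with MgCl2; compound: single concentration, 12.8 µM nominal, with 1% DMSO; incubation: 2 h enzyme incubation at 37 °C; signal: epi absorbance; measure: percent inhibition; benchmarks: high control without enzyme, low control DMSO plus TDP2; repeats: singlicate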
# HTRA1 inh: HTRA1 serine protease inhibitors, primary screen, biochemical, fluorescence polarization, HTS; Q92743; recombinant HTRA1, FP-rhodamine activity-based probe; inhibition, % at 5.96 µM; 0.5% of 340,000 active; in the data active = inhibition above about 36%;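 note: 0% = enzyme with DMSO and 100% = wells lacking enzyme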
# mABHD4 FP: ABHD4 inhibitors, primary screen, biochemical, fluorescence polarization, mouse; AID 720543, 2013; inhibition, % at 8.92 µM; (Lyso)-N-acylphosphatidylethanolamine lipase (Mus musculus), Q8VD66; 0.54% of 370,000 active; purified mABHD4, FP-Rh probe fluorescence polarization;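 active = inhibition exceeding the mean over every tested compound plus 3 SD, cut at about 30% in these data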;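 note: 0% = plate median of compound wells and 100% = S159A mutant with DMSO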
# Target sequence (Q8VD66 whole entry, looked up): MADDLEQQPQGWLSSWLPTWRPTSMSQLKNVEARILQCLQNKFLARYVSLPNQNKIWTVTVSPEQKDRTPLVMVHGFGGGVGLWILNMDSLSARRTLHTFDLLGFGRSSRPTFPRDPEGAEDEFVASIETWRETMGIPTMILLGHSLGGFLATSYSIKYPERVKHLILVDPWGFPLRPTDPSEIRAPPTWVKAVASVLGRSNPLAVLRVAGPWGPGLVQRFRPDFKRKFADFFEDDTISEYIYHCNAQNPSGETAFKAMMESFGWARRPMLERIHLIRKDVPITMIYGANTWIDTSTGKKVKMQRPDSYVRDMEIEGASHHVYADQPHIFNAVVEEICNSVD
#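 Doses – 8.92 µM, single dose · Material – wild-type mouse ABHD4 protein · Replication – single well per compound (singlicate) · Measure – percent inhibition of probe binding, normalized to plate controls · Schedule – 45 min compound pre-incubation plus 60 min probe step, 25 °C · Detection – fluorescence polarization with parallel and perpendicular emission, 525/598 nm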
# Tn7 DDE FP: inhibitors of Tn7 peptide binding to fibrin DD(E), primary screen, biochemical, fluorescence polarization, human fibrin, Tn7 probe | FP displacement of FITC-Tn7 peptide from fibrin DD(E); 0% = median of compound wells per plate | Fibrinogen beta chain (Homo sapiens), P02675 | inhibition, % at 8.3 µM | 0.13% of 370,000 active | AID 720508, 2013;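 active = inhibition above the mean of compounds falling within the control limits plus 3 SD of them, cut at about 14% in these data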;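 note: 0% = plate median of compound wells and 100% = 10 µM Aha-Tn7 peptide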
#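 Assay system: Human fibrin DD(E) protein | Medium: Tris buffer with calcium and detergent, pH 7.8 | Reagent: 0.1 µM fluorescent Tn7 | Compound dosing: Single point at 8.3 µM | Times: 10 min preincubation, 3 h with tracer, room temperature | Detection: Fluorescence polarization of the labelled Tn7 tracer | Controls: Aha-Tn7 high control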
# Starred values were filed as active, the others as inactive; nt = no result given.
SMILES,TCR-CD3 inh,PRMT1 inh,LEDGF integ inh,PG9 Ab binder,UHRF1 binding,SIAE primary,TDP2 inh,HTRA1 inh,mABHD4 FP,Tn7 DDE FP
O=C(NC(N1CCOCC1)C(Cl)(Cl)Cl)c1ccc(F)cc1 (configuration not stated),4.7,-3.1,-1.7,0.0,-2.2,4.1,11.5,6.8,-4.3,1.6
N#Cc1ccccc1NC(=O)COc1ccc2c(c1)OCO2,5.3,-3.1,5.7,0.5,-2.7,0.8,9.2,-9.4,-1.5,-5.3
CC(=O)N1c2ccc(S(=O)(=O)NCCC(=O)Nc3ccc(C)c(Cl)c3)cc2CC1C (configuration not stated),-5.5,4.4,-0.6,1.7,0.9,-4.5,-10.7,-3.5,1.8,-4.0
COC(C(=O)Nc1ccccc1C(=O)N1CCOCC1)c1ccccc1 (configuration not stated),0.6,-3.0,1.9,-3.4,5.9,-4.0,-10.7,-2.9,0.0,-2.3
Cc1ccc(CNC(=O)C2CC3Cn4c(nc5ccccc54)C3N2C)o1 (configuration not stated),-2.6,7.9,0.9,1.8,-1.2,-2.5,-5.5,5.2,2.5,6.8
COc1ccc(OC)c(C=NNC(=O)c2ccc(NS(=O)(=O)c3cccs3)cc2)c1,8.8,1.4,-0.3,-0.2,-0.9,-9.7,-2.2,nt,-7.2,0.8
CCCC(C)C(=O)Nc1ccc(S(=O)(=O)N2CCCC2)cc1 (configuration not stated),1.1,0.1,-1.0,-3.5,-2.3,5.0,-0.2,-0.1,4.2,-1.2
Cc1ccccc1OCC(=O)Nc1ccc(S(=O)(=O)Nc2ccccn2)cc1,-2.3,5.8,0.0,2.0,1.9,-0.7,2.6,-10.3,-20.0,5.3
COc1cccc(OCc2cc(C(=O)NCc3cnc4ccccn34)no2)c1,3.4,-4.2,2.7,-1.1,-0.2,11.7,-18.1,-3.6,-1.0,-3.3
O=c1cc(COn2nnc3ccc(C(F)(F)F)cc32)nc2sccn12,-4.9,-0.6,3.9,-0.4,5.0,-6.8,-6.0,-11.4,-11.6,-10.7
Cc1ccccc1CSCc1nc(N)nc(Nc2ccccc2C)n1,8.6,0.5,-4.8,-0.7,-2.0,-7.1,3.8,-13.0,3.5,2.8
CN(C)CCNc1ncnc2sc(-c3ccccc3)cc12,-1.0,-4.2,3.9,-1.8,-23.4,-3.9,4.8,-3.9,1.6,0.5
COCCN(CCOC)S(=O)(=O)c1ccc(C(=O)Nc2c(C)n(C)n(-c3ccccc3)c2=O)cc1,-3.9,3.1,-4.3,1.3,1.8,-1.2,-4.0,2.4,0.3,6.3
Cc1ccc(C(O)c2ncc(-c3cccc4ccccc34)[nH]2)c(C)c1 (configuration not stated),1.0,1.1,-0.9,3.6,-1.6,1.8,-12.0,nt,0.7,-4.8
Cc1nc2ccc(C(=O)N3CCN(c4ccccc4)CC3)cc2s1,3.3,-0.8,-2.5,0.2,-1.1,3.6,13.5,-0.2,4.5,-8.2
Cc1cc(NC(=S)N(Cc2cccc(Br)c2)CC2CCC(C(=O)O)CC2)ccc1Cl (configuration not stated),-0.7,-2.7,6.0,-0.4,-1.6,-1.2,2.5,-35.6,-56.4,-0.1
O=C1c2ccccc2NC(c2ccc(-c3ccc(F)cc3)o2)N1O (configuration not stated),3.4,6.8,0.8,0.2,-1.5,-6.0,-8.1,24.3,7.8,-4.3
CNS(=O)(=O)c1cccc(C(=O)OCC(=O)N2CCCC2)c1,3.2,-3.7,1.8,-2.0,-0.4,-4.4,19.5,-4.1,2.4,-4.8
CC(C)(C)n1nc2c(c1NC(=O)c1cc3ccccc3o1)CS(=O)(=O)C2,3.4,-5.3,-0.7,-1.6,-0.3,3.3,4.5,-0.8,-2.5,-7.7
NNC(=O)Cc1cc(=O)[nH][nH]1,-3.0,-1.0,-0.5,0.1,-1.8,1.5,-7.1,0.7,-8.1,-3.1
Nc1ccc(C(=O)Nc2ccc3nc(-c4cccnc4)[nH]c3c2)cc1,-1.8,-2.9,1.2,-0.1,-1.2,-6.8,5.3,5.1,0.0,-0.9
COc1cc(-c2[nH]ncc2CN2CCCC2c2nonc2C)cc(OC)c1OC (configuration not stated),7.8,-0.1,1.6,-2.6,11.0,6.5,-2.0,4.6,2.9,4.4
Cc1ccc(S(=O)(=O)Nc2nc(C)c(C(=O)NNS(=O)(=O)c3ccccc3)s2)cc1,3.3,-0.3,-3.2,-1.8,1.3,7.9,-1.0,8.7,11.3,4.3
O=C(COC(=O)c1nc(Cl)ccc1Cl)NCc1cccs1,0.8,6.1,-3.2,1.4,2.3,9.5,4.0,-4.7,5.9,-2.2
CCCOc1c(Br)cc(C(=O)OCc2cc(=O)n3ccsc3n2)cc1OC,-1.7,2.7,-0.6,0.9,0.1,-3.8,2.4,6.2,4.8,-7.3

# Quoted at random: two records from the list, in no set order.
SMILES,TCR-CD3 inh,PRMT1 inh,LEDGF integ inh,PG9 Ab binder,UHRF1 binding,SIAE primary,TDP2 inh,HTRA1 inh,mABHD4 FP,Tn7 DDE FP
CCCOc1c(Br)cc(C(=O)OCc2cc(=O)n3ccsc3n2)cc1OC,-1.7,2.7,-0.6,0.9,0.1,-3.8,2.4,6.2,4.8,-7.3
O=C(NC(N1CCOCC1)C(Cl)(Cl)Cl)c1ccc(F)cc1 (configuration not stated),4.7,-3.1,-1.7,0.0,-2.2,4.1,11.5,6.8,-4.3,1.6

# Later entries
SMILES,TCR-CD3 inh,PRMT1 inh,LEDGF integ inh,PG9 Ab binder,UHRF1 binding,SIAE primary,TDP2 inh,HTRA1 inh,mABHD4 FP,Tn7 DDE FP
Cc1ccc(-c2c(C(=O)N3CCOCC3)oc(=O)c3ccccc23)cc1,-13.1,0.5,-0.3,-0.3,0.2,16.0,2.8,0.9,-7.9,-6.7
CCCCCN1CCCCC(NC(=O)c2cc(OC)c(OC)c(OC)c2)C1=O (configuration not stated),nt,0.7,0.1,nt,-0.9,-6.6,-3.5,nt,-1.9,7.7
CCOC(=O)C1(Cc2ccc(OC)cc2)CCN(C(=O)C2CC(=O)N(C3CC3)C2)CC1 (configuration not stated),7.2,-3.0,0.7,-0.2,2.0,0.8,3.6,4.0,-1.2,0.9
COc1ccc(-c2sc(Nc3cccc4ccccc34)n[n+]2C)c(C)c1C,1.5,-0.8,-0.5,-0.9,2.4,-1.0,5.7,1.1,3.5,-7.9
O=C(O)c1ccccc1-c1ccc(/C=C2\SC(=O)N(c3ccccc3)C2=O)o1,2.6,-0.1,-0.1,-1.8,17.8,0.7,3.9,5.2,6.2,6.0
c1ccc2c(Cn3ccnc3)c[nH]c2c1,-1.2,3.5,-1.9,-2.5,3.4,-0.8,-9.0,-1.9,0.0,-0.6
COC(=O)c1ccc([C@H]2CC(=O)O2)cc1,-2.6,-0.2,-0.5,0.2,-2.0,3.7,-1.2,-2.0,6.6,2.7
Cc1nn2cc(-c3ccc(Cl)cc3)nc2s1,5.3,-0.9,3.9,-0.5,-1.2,-4.0,-1.5,-0.9,5.0,-1.0
O=C(CNC(=O)c1cc(Cl)nc2ccccc12)Nc1ccccc1Br,0.6,0.6,0.9,-0.4,1.9,-6.4,5.3,-8.3,0.9,1.4
O=C1/C(=C/Nc2ccc3c(c2)OCO3)CCc2ccccc21,4.2,22.8*,-1.0,-1.7,-14.3,5.3,3.4,8.4,20.2,-0.3
ClCCN1C2=NCCCN2c2ccccc21,1.4,1.5,-1.1,1.0,-0.6,0.2,6.3,2.8,1.1,1.5
Cc1cc(NC(=O)CSCC(=O)N(c2cccc(Cl)c2)C(C(=O)NC2CCCCC2)c2ccc(O)c(O)c2)no1 (configuration not stated),6.8,0.5,-4.3,-1.8,1.2,2.0,-8.1,36.1,10.2,-2.8
Cc1c(-c2nc(-c3ccc(C(F)(F)F)cc3)no2)n(C)oc1=O,-0.8,-1.4,1.4,-0.4,-3.1,7.6,13.2,nt,-7.1,4.8
O=C(NCc1ccccc1)C12CC3CC(CC(Cl)(C3)C1)C2,0.7,2.4,0.8,-2.1,1.0,3.3,13.1,nt,1.1,-2.9
CCOc1cc(/C=N/NC(=O)CNc2cccc(C)c2)ccc1OC(=O)c1ccccc1,2.6,1.9,0.8,0.1,0.6,-1.3,-9.2,-26.1,-4.2,-7.5
COc1cccc(C2=CC(c3ccc(OC)c(OC)c3)NC(=S)N2)c1 (configuration not stated),-7.3,13.6,0.9,4.7,-2.1,-20.5,-9.7,nt,-17.6,3.9
COC(=O)c1c(-c2ccccc2)csc1NC(=O)CSc1ncnc2sc(C)c(C)c12,5.1,-0.7,1.4,-0.1,-3.4,-0.9,2.9,-0.2,-1.6,2.0
Cc1ccc2nsnc2c1N(S(C)(=O)=O)S(C)(=O)=O,5.6,1.7,-1.2,-0.1,-3.8,4.0,19.4,6.8,4.4,-5.1
COc1ccc(-c2nc(N)nc(C)c2Oc2ccccc2Br)c(O)c1,12.3,3.8,-1.1,0.0,-1.5,0.7,-7.4,-32.6,-15.3,2.5
CN(Cc1ccccc1)C(=O)Cn1c(=O)oc2cc(S(=O)(=O)N3CCCC3)ccc21,-1.9,-1.4,0.7,0.3,-0.6,4.0,8.8,-1.8,-3.3,0.4
CC(C)CN(CC(C)C)C(=O)CN1C(=O)NC2(CCc3ccccc3C2)C1=O (configuration not stated),-2.3,-3.2,2.1,-2.0,1.8,-1.7,-0.6,-0.7,0.2,-3.8
CC(C)Cc1ccc(CN2CCCC(NC(=O)c3cnc4ccccn4c3=O)C2)cc1 (configuration not stated),0.5,-4.1,-0.4,-2.4,1.7,-4.3,11.9,2.3,-5.2,-4.5
N#Cc1c(N)nc2c(c1-c1ccccc1)CCC2,-5.8,2.6,-4.2,-0.1,0.1,2.0,4.5,-9.9,3.0,-1.0
CC(=O)c1ccc(N2C(=NC(=O)C(C)C)SC3CS(=O)(=O)CC32)cc1 (configuration not stated),-0.2,-0.1,-3.6,-0.5,-3.0,4.0,3.2,2.7,6.7,10.0
O=C1CSC(=S)N1N=Cc1c[nH]c2ccc(Br)cc12,-9.8,3.0,3.2,2.2,-14.2,-14.4,3.5,55.6*,25.4,-0.6
